Screening results (PubChem)
KCNQ1 act = potentiators or activators of human KCNQ1 potassium channel; P51787; B-score at 10 µM; CHO-K1 KCNQ1, thallium flux FluxOR fluorescence; hits give high values; 310,000 compounds, 0.35% hits;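 active = fluorescence ratio B-score, a plate-corrected score, at least three library SD, with initial intensity B-score within 5 SD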
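Assay system: stable KCNQ1 CHO-K1 line; medium: assay buffer, equal DMSO in all wells; timing: 90 min dye loading and 20 min compound exposure, both at room temperature; technique: kinetic FluxOR thallium fluorescence, 10-s 1-Hz baseline, 110-s post-stimulus read; read-out basis: B score of baseline-normalized fluorescence ratio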
KCNK9 block = inhibitors of human KCNK9 two-pore domain potassium channel; 310,000 compounds, 1.2% hits; B-score at 10 µM; Q9NPC2; AID 488922; HEK293 KCNK9, FluxOR thallium flux fluorescence; hits give low values;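 active = ratio B-score over 3 SD below the library mean, with starting fluorescence within 5 SD of its mean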;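 note: negative B-score means less thallium flux so channel inhibition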
PolyA inh = blocks polyadenylation in yeast reporter cells; S. cerevisiae SKY197-pL101 polyadenylation reporter, beta-gal luminescence; efflux-impaired pdr1/pdr3 knockout yeast; score 100 = 6 SD above DMSO; calls only at 12 µM; 300,000 compounds, 0.02% hits; AID 1875;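 active = lowest replicate activity score at least 50, where 100 means six control SD above control mean; inconclusive = lowest score under 50 but half or more replicates reach 50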;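 note: yeast exposed to compound for 9 h at 30 °C; higher score means more reporter readthrough which indicates perturbed polyadenylation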
KCNK3 inh = human KCNK3 channel inhibition, primary screen; CHO-KCNK3 thallium flux, FluxOR fluorescence; hits give low values; 340,000 compounds, 0.84% hits; B-score at 10 µM; O14649;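 active = B-score under library mean minus 4 SD, starting fluorescence ratio at most library mean plus 5 SD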;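 note: more negative B-score means stronger inhibition of thallium flux through KCNK3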
Platelet DG rel = platelet dense granule release activity; inhibition, %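 (compounds screened at 7.5 µM in platelet-rich plasma)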; 300,000 compounds, 0.22% hits; human platelet-rich plasma, SFLLRN dense granule ATP release, luminescence;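 active = mean replicate score, as percent of positive control, at or above 50; inconclusive = mean below 50 but at least one replicate at or above 50; inactive = mean and every replicate below 50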
Dyrk1A ADPGlo = inhibitors of rat Dyrk1A kinase; Q63470; ADP-Glo luminescence, NFATc1 peptide; inhibition, % at 12.5 µM; 310,000 compounds, 0.43% hits; in the data active = inhibition above about 50%;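 note: plate controls were vehicle with enzyme for no effect and no enzyme for full effect; many of its hits are not listed in these tables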
hERG rescue = shields human hERG channel from block by proarrhythmic agents. CHO-hERG, FluxOR thallium flux, dofetilide IC70 present. activation (rescue from dofetilide block), less the hit threshold, % at 10 µM. 310,000 compounds, 0.51% hits;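 active = activation above the mean of controls blocked by dofetilide plus 5 SD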;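 note: thallium influx through hERG after potassium depolarization seen as dye fluorescence rise; in these data hits start at about 4.7%; inactives centre near -7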
Target sequence (Q12809 whole entry, looked up): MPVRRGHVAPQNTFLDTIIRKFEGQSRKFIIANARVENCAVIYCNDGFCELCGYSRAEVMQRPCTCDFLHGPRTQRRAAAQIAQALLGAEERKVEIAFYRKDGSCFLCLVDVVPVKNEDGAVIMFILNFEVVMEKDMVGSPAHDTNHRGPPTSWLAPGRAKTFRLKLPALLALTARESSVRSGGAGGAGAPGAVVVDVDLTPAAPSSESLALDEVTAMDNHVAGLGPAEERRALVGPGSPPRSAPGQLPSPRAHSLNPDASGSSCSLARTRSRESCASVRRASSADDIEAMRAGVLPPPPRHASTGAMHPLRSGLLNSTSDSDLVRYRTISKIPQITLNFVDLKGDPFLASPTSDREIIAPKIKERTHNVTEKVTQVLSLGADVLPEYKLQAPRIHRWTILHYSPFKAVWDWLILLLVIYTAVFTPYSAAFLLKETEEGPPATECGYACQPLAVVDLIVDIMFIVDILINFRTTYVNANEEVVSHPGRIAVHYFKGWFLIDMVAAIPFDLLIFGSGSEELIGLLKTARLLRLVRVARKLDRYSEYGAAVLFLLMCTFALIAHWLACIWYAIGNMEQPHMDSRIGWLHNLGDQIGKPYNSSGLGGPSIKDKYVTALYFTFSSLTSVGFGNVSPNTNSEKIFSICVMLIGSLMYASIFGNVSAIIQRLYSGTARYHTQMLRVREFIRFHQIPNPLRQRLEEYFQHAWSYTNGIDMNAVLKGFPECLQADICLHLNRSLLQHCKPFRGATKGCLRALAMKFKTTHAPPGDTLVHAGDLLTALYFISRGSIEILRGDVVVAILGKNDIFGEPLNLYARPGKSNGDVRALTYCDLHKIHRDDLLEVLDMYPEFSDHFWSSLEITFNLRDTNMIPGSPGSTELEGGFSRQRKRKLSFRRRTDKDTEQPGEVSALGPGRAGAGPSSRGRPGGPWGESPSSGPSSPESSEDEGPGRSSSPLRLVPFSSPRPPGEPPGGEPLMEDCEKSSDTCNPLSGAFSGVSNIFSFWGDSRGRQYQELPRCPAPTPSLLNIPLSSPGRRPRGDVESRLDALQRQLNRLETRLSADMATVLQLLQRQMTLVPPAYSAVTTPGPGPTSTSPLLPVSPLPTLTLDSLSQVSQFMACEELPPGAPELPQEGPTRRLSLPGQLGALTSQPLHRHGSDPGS
TRPC4 block = blocks the mouse TRPC4 cation channel | HEK293 TRPC4beta/mu-opioid, DAMGO-evoked Fluo4 calcium flux; hits give low values | B-score at 10 µM | 300,000 compounds, 0.39% hits | AID 2247;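 active = B-score over 3 SD under the library average, no early fluorescence shift, positive overall ratio signal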
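Material: HEK293 cells with stable TRPC4beta plus mu-opioid receptor expression; probe or stimulus: DAMGO in two steps, submaximal then maximal; technique: Fluo4 calcium fluorescence by kinetic imaging, 5 s 1 Hz baseline; measure: integrated fluorescence ratio relative to baseline, converted to per-well B score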
TRPC4 PAM = TRPC4 (mouse) allosteric potentiation; HEK293 TRPC4beta/mu-opioid, DAMGO EC20, Fluo-4 Ca2+ flux; hits give high values; B-score at 10 µM; 310,000 compounds, 0.42% hits;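 active = B-score of calcium response area above 5 SD of library B-scores, with initial fluorescence ratio within 5 SD of library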;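 note: B-score of integrated fluorescence ratio over time as area under calcium response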
KCNQ1 inh = human KCNQ1 channel inhibition. P51787. B-score at 10 µM. CHO-K1 KCNQ1, FluxOR thallium flux fluorescence; hits give high values. 310,000 compounds, 1.3% hits;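 active = compounds whose thallium flux B-score, printed positive for inhibition, exceeds three library SD while starting fluorescence stays within three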;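 note: channel opened by potassium depolarization with thallium stimulus after 20 min compound exposure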
TRPC4 act = TRPC4 (mouse) channel activation; Q9QUQ5; HEK293 TRPC4beta/mu-opioid, Fluo4 calcium fluorescence; hits give high values; B-score at 10 µM; 310,000 compounds, 0.49% hits;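 active = B-score above 5 SD of library B-scores, and initial fluorescence ratio not above library mean plus 5 SD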;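 note: positive B-score marks a calcium rise read as TRPC4 activation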
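Assay system: HEK293 stable line with TRPC4beta plus mu-opioid receptor; schedule: 45 min room-temperature Fluo4 loading, 110 s read; technique: kinetic Fluo4 calcium fluorescence; evaluation: integrated baseline-normalised fluorescence ratio, converted to per-well B score; controls: buffer (low) and maximal DAMGO (high)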
An asterisk follows results filed as active; i = inactive; u = inconclusive; x = no result given.

| Structure | TRPC4 act | KCNQ1 act | KCNQ1 inh | Dyrk1A ADPGlo | TRPC4 PAM | TRPC4 block | KCNK9 block | hERG rescue | PolyA inh | KCNK3 inh | Platelet DG rel |
| --- | --- | --- | --- | --- | --- | --- | --- | --- | --- | --- | --- |
| COCCn1nnnc1C(c1ccc(C(F)(F)F)cc1)N1CCOCC1 (centres undefined) | i | i | i | -4 | i | i | i | -5 | i | i | -3 |
| O=C(O)CCC1(c2ccccc2)NC(=O)NC1=O (centres undefined) | i | i | i | -4 | i | i | i | -9 | x | i | 3 |
| Cc1c(Cl)c([N+](=O)[O-])nn1CCCC(=O)Nc1cc(Oc2ccccc2)cc([N+](=O)[O-])c1 | i | i | i | -3 | i | i | i | -2 | i | i | 5 |
| COc1ccc(C(=O)c2oc3ccccc3c2N)cc1 | i | i | i | 8 | i | i | i | -2 | i | i | -7 |
| O=C(Nc1ccc(C(=O)NCCCN2CCCCC2)cc1)C1=CSCCO1 | i | i | i | 0 | i | i | i | -1 | i | i | 10 |
| COc1ccccc1NC(=O)CCC(=O)N/N=C(/C)c1ccc(C)cc1 | i | i | i | 1 | i | i | i | -3 | i | i | 7 |
| Nc1cc(N2CCCCC2)c(Cl)cc1[N+](=O)[O-] | i | i | i | 3 | i | i | i | -6 | i | i | -3 |
| COC(=O)N/N=C/c1cc(C)n(-c2ccccc2)c1C | i | i | i | -1 | i | i | i | -5 | i | i | 1 |
| N#C/C(=C\c1ccccc1)c1ccccn1 | i | i | i | -2 | i | x | i | -1 | i | i | 4 |
| Nc1nnc(CCN2C(=O)CSC2=O)s1 | i | i | i | -5 | i | i | i | -7 | i | i | 8 |
| S=C1NC2=C(CCCC2=C2SCCCS2)C(c2ccccc2)N1 (centres undefined) | i | i | i | 1 | i | i | i | -10 | i | i | 6 |
| CCCC(c1nnnn1Cc1ccc(OC)cc1)N1CCN(C(=O)c2ccco2)CC1 (centres undefined) | i | i | i | -2 | i | i | i | -7 | i | i | 8 |
| Cn1c(=O)c(C(=O)NCc2ccc(F)cc2)c(O)c2ccccc21 | i | i | i | 3 | i | i | i | -9 | i | i | -1 |
| CC1CCCCN1c1ncnc2ccccc12 (centres undefined) | i | i | i | 4 | i | i | i | -3 | i | i | 0 |
| O=C(NCc1nc2ccccc2[nH]1)C1=C[C@@H](C2CCCCC2)C[C@@H](OCCCCO)O1 | i | i | i | 8 | i | i | i | -1 | i | i | -1 |
| NC(=O)CC(NC(=O)Cc1ccc(Br)cc1)c1ccc(N2CCC(N3CCCC3)CC2)c([N+](=O)[O-])c1 (centres undefined) | i | i | i | 15 | i | i | i | -4 | i | i | -4 |
| COc1ccc(/C=N/N2CCN(c3ccncc3S(=O)(=O)N3CCCCC3)CC2)cc1 | i | i | i | -4 | i | i | i | -2 | i | i | -2 |
| N#Cc1c(-c2cccs2)cc(C2CC2)nc1SCC(N)=O | i | i | i | x | i | i | i | -4 | i | i | -30 |
| O=C(c1ccc(S(=O)(=O)N2CCOCC2)cc1)N(c1ccccn1)C1CCCCC1 | i | i | i | 7 | i | i | i | -9 | i | i | -5 |
| Cc1nc(Nc2ccncc2)c2oc3ccccc3c2n1 | i | i | i | 3 | i | i | i | -12 | i | i | -7 |
| COc1ccccc1CCn1cc(C#N)c(=O)[nH]c1=O | i | i | i | x | i | i | i | -13 | i | i | -22 |
| Cc1c(Nc2cc(N3CCCCCC3)c3nonc3c2[N+](=O)[O-])c(=O)n(-c2ccccc2)n1C | i | i | i | 7 | i | i | i | -4 | i | i | 4 |
| Cc1ccc(S(=O)(=O)NN2C(=O)/C(=C/c3ccccn3)SC2=S)cc1 | i | i | i | -5 | i | i | i | -3 | i | i | 1 |
| COc1ccc(Cl)cc1NC(=O)CN(C)CC(=O)Nc1cc(OC)c(OC)c(OC)c1 | i | i | i | 5 | i | i | i | -11 | i | i | 27 |
| O=C(COC(=O)c1ccccc1C(=O)c1ccccc1)NCc1ccc(F)cc1 | i | i | i | x | i | i | i | -11 | i | i | 4 |
| O=C(c1ccc(S(=O)(=O)Nc2ccccc2)cc1)N1CCCCCCC1 | i | i | i | 3 | i | i | i | -6 | i | i | u |
| O=C(CCNC(=O)Cn1ccc2ccccc2c1=O)NCCN1CCN(c2ccccc2F)CC1 | i | i | i | -1 | i | i | i | -6 | i | i | -3 |
| COc1ccc(-c2csc(NC(=O)c3ccco3)n2)cc1 | i | i | i | 31 | i | i | -8.7* | -4 | i | i | 0 |
| O=C(Nc1c(C(=O)N2CCOCC2)cnn1-c1ccccc1)c1ccco1 | i | i | i | 1 | i | i | i | -5 | i | i | -11 |
| CSc1nc(N)nc(N(C)C)n1 | i | i | i | 3 | i | i | i | -5 | i | i | -5 |
| O=C(N/N=C/c1ccc(O)cc1O)c1ccc(CN2C(=O)c3cccc4cccc2c34)cc1 | i | i | i | -3 | i | i | -12* | -12 | i | -12* | -4 |
| COc1ccc(S(=O)(=O)N2CCC(C(=O)N3CCCC3)CC2)cc1C | i | i | i | -1 | i | i | i | -3 | i | i | -3 |
| CCC(=O)N1N=C(c2ccc(NS(C)(=O)=O)cc2)CC1c1ccc(N(C)C)cc1 (centres undefined) | i | i | i | 0 | i | i | i | -14 | i | i | 14 |
| CC(=O)c1ccc(OCC(C)C)c(Cc2c(O)nc(N)[nH]c2=O)c1 | i | i | i | 9 | i | i | i | -9 | i | i | 9 |
| O=C(NCc1cccs1)c1cccnc1C(=O)O | i | i | i | 8 | i | i | i | -8 | i | i | -2 |
| CCOc1ccc(CCNC(=O)Cc2ccc(NC3=NC4CS(=O)(=O)CC4S3)cc2)cc1 (centres undefined) | i | i | i | 4 | i | i | i | -10 | i | i | 0 |
| CCCC[n+]1ccc(-c2nc3ccc([N+](=O)[O-])cc3[nH]2)cc1 | i | i | i | 83* | i | i | i | -15 | i | i | -2 |
| CCCCNC(=S)Nc1cc(S(=O)(=O)N2CCCCC2)ccc1C | i | i | i | -4 | i | i | i | -15 | i | i | -1 |
| CCOc1cccc2cc(C(N)=O)c(=NCc3ccccc3)oc12 | i | i | i | -7 | i | i | i | -5 | i | i | -2 |
| NC(=O)CN1C(=O)C2CCCCN2C(=O)c2ccccc21 (centres undefined) | i | i | i | 13 | i | i | i | -2 | i | i | x |
| CC(=O)NC(Cc1cc(C)ccc1C)C(=O)N1CCN(C(=O)c2ccc([N+](=O)[O-])cc2)CC1 (centres undefined) | i | i | i | 0 | i | i | i | 4 | i | i | 3 |
| Clc1cccc(Cl)c1/C=N\Nc1nccs1 | i | i | i | 6 | i | i | i | -4 | i | i | -4 |
| O=C(O)c1ccc(-n2nncc2-c2ccccc2)cc1 | i | i | i | -1 | i | i | i | 1 | i | i | -7 |
| Cc1ccc2nc(N3CCN(C(=O)c4ccc(F)cc4)CC3)c(C#N)cc2c1 | i | i | i | -3 | i | i | i | -7 | i | i | -5 |
| CCOc1ccc(Nc2cc(C)c3ccccc3n2)cc1 | i | i | i | 10 | i | i | i | -9 | i | i | 3 |
| Oc1ccccc1C1CCCCC1c1ccccc1 (centres undefined) | i | i | i | -6 | i | i | i | -7 | i | i | -4 |
| C=CCn1c(/N=C/c2ccc(OC)cc2)nc2ccccc21 | i | i | i | -3 | i | i | i | -4 | i | i | -1 |
| CCC(=S)/C=C1\Sc2ccc3ccccc3c2N1CCCS(=O)(=O)O | i | i | i | x | i | i | i | -6 | i | x | -1 |
| Cc1ccc(C(=O)NCc2ccc(Cl)cc2)o1 | i | i | i | 3 | i | i | i | -13 | i | i | 0 |
| Cn1c(/C=C/c2ccc(Br)cc2)nc2ccccc2c1=O | i | i | i | -2 | i | i | i | -4 | i | i | -5 |
| O=C(/C=C/c1ccc(Cl)cc1)Nc1nccs1 | i | i | i | -2 | i | i | i | -20 | i | i | 8 |
| COC(=O)C1=C[C@@H](C(=O)OC)[C@@H]2C3=C(C(=O)C2(C)C)[C@H](C)n2c(=O)n(-c4ccccc4)c(=O)n2[C@@H]3C1 | i | i | i | 9 | i | i | i | -6 | i | i | 1 |
| CN(C)S(=O)(=O)c1ccc(NC(=O)CSc2n[nH]c(=O)n2C2CC2)cc1 | i | i | i | 3 | i | i | i | -7 | i | i | -4 |
| COc1ccc(OCC(=O)Nc2ccc(OC)c(S(=O)(=O)N3CCCCC3)c2)cc1 | i | i | i | 3 | i | i | i | -12 | i | i | -4 |
| O=C(Nc1ccccc1)c1ccc2nc(-c3ccco3)c(-c3ccco3)nc2c1 | i | i | i | 6 | i | i | i | -10 | i | i | -4 |
| CC(C)NCc1cccc([N+](=O)[O-])c1 | i | i | i | -2 | i | i | i | -4 | i | i | -2 |
| CCOC(=O)CSc1nc2ccccc2c(=O)n1-c1ccc(C(=O)NCCOC)cc1 | i | i | i | 3 | i | i | i | -13 | i | i | -10 |
| O=C(OCC(O)CN1CCCCC1)C12CC3CC(CC(C3)C1)C2 (centres undefined) | i | i | i | -7 | i | i | i | -7 | i | i | -1 |
| CCOC(=O)C1CCCN(c2c(NCCCN(CC)c3cccc(C)c3)c(=O)c2=O)C1 (centres undefined) | i | i | i | 5 | i | i | i | -10 | i | i | -3 |
| O=C(OCC(=O)c1ccc(Cl)cc1Cl)c1cnccn1 | i | i | i | 0 | i | i | i | -7 | i | i | -3 |

Other structures:
| Structure | TRPC4 act | KCNQ1 act | KCNQ1 inh | Dyrk1A ADPGlo | TRPC4 PAM | TRPC4 block | KCNK9 block | hERG rescue | PolyA inh | KCNK3 inh | Platelet DG rel |
| --- | --- | --- | --- | --- | --- | --- | --- | --- | --- | --- | --- |
| COc1ccc(C2C(C(C)=O)=C(O)C(=O)N2c2ccc(F)cc2)cc1 (centres undefined) | i | i | i | 3 | i | i | i | -2 | i | i | 5 |
| COc1ccc(-c2nc(CS(=O)CC(=O)NCc3ccccn3)c(C)o2)cc1 (centres undefined) | i | i | i | 8 | i | i | i | -17 | i | i | 4 |
| Cc1ccc(-c2nn(CCC#N)cc2C=C(C#N)C#N)cc1 | i | i | i | x | i | i | i | -1 | i | i | -1 |
| CCOc1ccc(CCNS(=O)(=O)c2c(C)nc3scc(C)n3c2=O)cc1OCC | i | i | i | 5 | i | i | i | -11 | i | i | 1 |

A portion of the library; rates above refer to the full screens.
